PfHsp40 yeast: compounds rescuing yeast from Plasmodium falciparum HSP40 toxicity; S. cerevisiae expressing PfHsp40, growth rescue, ATP luminescence; growth rescue, % at 12.5 µM; actives 0.68% (n = 340,000); in the data active = growth rescue above about 28%, passing the limit was not always enough;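 also: yeast W303a lacking pdr1 and pdr3 grown in galactose medium; growth measured after three days at 30 °C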
SARS 3CLpro inh: SARS-CoV 3CLpro protease inhibition; P0C6X7; recombinant SARS-CoV 3CLpro, quenched FRET peptide cleavage; inhibition, % at 6 µM; actives 0.14% (n = 290,000); AID 1706; in the data active = inhibition above about 12%
PriA SSB inh: K. pneumoniae PriA-SSBct interaction inhibition; AlphaScreen SSBct-PriA binding, biotinylated peptide; inhibition, % at 33 µM; actives 0.6% (n = 430,000); in the data active = inhibition mostly above about 37%, no sharp cut-off; inactive = mostly below about 20%;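 also: plate controls were negative control peptide for no effect and reference peptide for full effect; strong numbers were not always called active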
Anthrax LF inh2: inhibitors of Bacillus anthracis lethal factor protease; P15917; multiplex microsphere protease cleavage assay, LF; inhibition, % at 10 µM; actives 0.12% (n = 360,000); in the data active = inhibition above about 30%; also: plate controls were buffer without enzyme for full effect and enzyme alone for no effect
Rv3671c protease: Rv3671c (M. tuberculosis) protease inhibition; inhibition, % at 5.96 µM; AID 2606; actives 0.048% (n = 320,000); P9WHR9; in the data active = inhibition above about 38%;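 also: extracellular domain of Rv3671c used as enzyme; 0% = enzyme with DMSO and 100% = no enzyme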
Target sequence (P9WHR9 whole entry, looked up, the tested form may be a part): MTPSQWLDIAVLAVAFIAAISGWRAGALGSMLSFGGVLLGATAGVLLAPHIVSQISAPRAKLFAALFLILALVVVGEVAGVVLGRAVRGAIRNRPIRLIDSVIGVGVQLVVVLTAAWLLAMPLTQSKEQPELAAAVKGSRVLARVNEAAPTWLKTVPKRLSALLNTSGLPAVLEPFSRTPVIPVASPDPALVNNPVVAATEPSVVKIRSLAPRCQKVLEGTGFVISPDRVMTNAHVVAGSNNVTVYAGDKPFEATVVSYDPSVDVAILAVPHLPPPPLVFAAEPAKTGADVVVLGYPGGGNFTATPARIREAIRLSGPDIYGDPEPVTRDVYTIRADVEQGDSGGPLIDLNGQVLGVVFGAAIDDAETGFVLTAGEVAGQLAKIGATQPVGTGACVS
Y pestis TopoI: inhibitors of Yersinia pestis topoisomerase I; actives 0.064% (n = 360,000); Y. pestis Topo-I cleavage product accumulation, plate reader; activity, % at 10 µM; AID 504884; in the data active = activity above about 50%, passing the limit was not always enough; also: inactives centre near 2
VHR inh abs: DUSP3 (human) phosphatase inhibition. P51452. recombinant VHR phosphatase, pNPP absorbance. inhibition, % at 13.3 µM. actives 0.52% (n = 290,000). AID 1654; in the data active = inhibition above about 50%; also: some compounds called inactive have numbers as strong as hits
Target sequence (P51452 whole entry, looked up): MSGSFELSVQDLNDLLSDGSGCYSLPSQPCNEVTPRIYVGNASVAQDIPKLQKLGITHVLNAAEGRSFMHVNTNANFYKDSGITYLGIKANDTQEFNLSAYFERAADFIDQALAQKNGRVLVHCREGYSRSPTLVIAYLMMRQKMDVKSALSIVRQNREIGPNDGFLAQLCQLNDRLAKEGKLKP
MazF activator: increases E. coli MazEF RNase cleavage of RNA; FAM/BHQ RNA-DNA oligo cleavage fluorescence, 5 h; activation, % at 20 µM; actives 0.32% (n = 350,000); AID 504720; in the data active = activation above about 50%
Target sequence (P0AE70 whole entry, looked up): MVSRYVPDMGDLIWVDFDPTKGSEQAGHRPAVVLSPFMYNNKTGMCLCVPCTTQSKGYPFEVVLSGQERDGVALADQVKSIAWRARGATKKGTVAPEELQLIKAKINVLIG
TcdB GH inh: blocks C. difficile toxin B glycohydrolase activity | P18177 | TcdB glycohydrolase enzymatic assay, plate reader | inhibition, % at 9.99 µM | actives 0.24% (n = 350,000); in the data active = inhibition above about 10%
BH1578 lux ind: induces V. cholerae light production without autoinducers; activation, % at 18.7 µM; V. cholerae BH1578 lux reporter, luminescence, 6 h; actives 0.16% (n = 350,000); in the data active = activation mostly above about 9.7%, no sharp cut-off; also: not every result past the cut was called active; inactives centre near 0; reference of the scale not given here
Numbers without * were called inactive; i = inactive; nt = not tested or not shown; & = joins results of further samples. A portion of the library; rates above refer to the full screens.

Compound	PfHsp40 yeast	SARS 3CLpro inh	PriA SSB inh	Anthrax LF inh2	Rv3671c protease	Y pestis TopoI	VHR inh abs	MazF activator	TcdB GH inh	BH1578 lux ind
O=C(Cn1nc(-c2ccccc2F)ccc1=O)Nc1ccc(S(=O)(=O)N2CCCCCC2)cc1	-0.1	3	0	0	-62	-8	7	-2	nt	0.5
COc1ccc2nc(NC(C)=O)sc2c1	-0.3	2	-4&-19	-6	10	-1	21	-4	nt	4.3
CN(C)S(=O)(=O)c1ccc(NC(=O)c2cccnc2)cc1	-1.1	1	0	10	3	-7	16	-7	nt	-0.6
CCN1C(=O)[C@H]2[C@@H](c3ccc(C)cc3)N3C(=O)N(c4ccc(C)cc4)C(=O)[C@@]3(Cc3ccccc3)[C@H]2C1=O	0.1	2	-2	-4	-13	2	36	8	-8.5&1.4	-0.1
Cc1ccccc1N=C1Nc2ccccc2CS1	-0.3	0	-20	-5	-16	13	29	2	nt	-1.4
O/N=C/c1ccccc1OCc1ccc(Cl)cc1	237*	5	nt	6	-3	14	8	2	nt	-0.3
O=C(c1cc(N2CCOCC2)c(F)cc1[N+](=O)[O-])N1CCOCC1	-0.6	0	-23	-6	3	-4	-6	1	-0.3	-0.5
CCOc1cc(/C=C2/SC(=O)N(CC(=O)N3CCc4ccccc4C3)C2=O)ccc1OCC(=O)O	-0.5	4	2	-2	1	10	-8	-8	nt	i
COCCNC(=O)c1ccc(CS(=O)(=O)c2cccc(C(F)(F)F)c2)o1	-2.2	0	2	0	-2	-4	4	-2	-1.7	-0.4
COc1cc2cc(CN(CCCN3CCOCC3)C(=O)Nc3ccccc3F)c(=O)[nH]c2cc1OC	2.6	-1	-8	-2	-15	0	39	8	-0.9	i

Further structures
Compound	PfHsp40 yeast	SARS 3CLpro inh	PriA SSB inh	Anthrax LF inh2	Rv3671c protease	Y pestis TopoI	VHR inh abs	MazF activator	TcdB GH inh	BH1578 lux ind
Cc1ccc(OCC(=O)Nc2ccc(N3CCN(C(=O)c4ccco4)CC3)cc2)cc1	0.6	-1	-6	-2	-1	-5	34	8	0.0	1.5
Cc1ccc(C(=O)OCC(=O)NCC(F)(F)F)cc1C	-0.5	6	-14	0	-9	-4	-14	3	1.9	21
COC(=O)Nc1ccc(S(=O)(=O)N2CCCCC2)cc1	0.4	-3	-5	-2	-9	-2	-23	1	nt	-0.1
Cc1cc(C)c(C(=O)Cn2nc(C)c([N+](=O)[O-])c2C)cc1C	0.3	4	1	-1	-8	10	22	5	6.4	-0.3
Cc1cc(C(=O)NNC(=O)c2c(-c3c(Cl)cccc3Cl)noc2C)no1	-0.1	-4	-4	0	4	-1	-4	4	-0.2	i
CC(c1ccncc1)C(C)c1ccncc1 (stereo unspecified)	-1.3	nt	-8	-7	9	6	nt	8	-1.0	i
O=C(C/C=N/OCc1ccc(Cl)cc1Cl)c1ccc(Cl)cc1	1.8	8	nt	-3	4	12	6	2	nt	-2.9
O=C(Nc1cccc(C(=O)Nc2cccc(Br)c2)c1)c1ccccc1	2.0	3	-22	9	-27	-10	-8	19	-2.2	-0.3
COc1ccccc1OCCNC(=O)CCNC(=O)c1ccccc1Cl	0.3	-1	-17	0	-7	-5	-2	-4	0.4	-0.7
O=C(/C=C/c1ccc(Cl)cc1)Nc1cc(S(=O)(=O)N2CCOCC2)ccc1N1CCOCC1	1.5	nt	-10	-5	-10	30	nt	3	0.5	i

As entered above:
TcdB GH inh with `COc1ccccc1OCCNC(=O)CCNC(=O)c1ccccc1Cl` stands at 0.4
TcdB GH inh with `O=C(/C=C/c1ccc(Cl)cc1)Nc1cc(S(=O)(=O)N2CCOCC2)ccc1N1CCOCC1` stands at 0.5

Continuation.
Compound	PfHsp40 yeast	SARS 3CLpro inh	PriA SSB inh	Anthrax LF inh2	Rv3671c protease	Y pestis TopoI	VHR inh abs	MazF activator	TcdB GH inh	BH1578 lux ind
c1ccc(Oc2ccc(-c3ccn[nH]3)cc2)cc1	8.0	0	-10	-7	-2	-10	40	-9	2.0	i
Cc1ccc(S(=O)(=O)c2nc(N3CCOCC3)sc2Cl)cc1	0.1	1	-7	-2	-5	7	-5	9	nt	i
Cc1nnc(NC(=O)C2CCCN2S(=O)(=O)c2ccc(Cl)cc2)s1 (stereo unspecified)	-2.0	0	-8	-7	-6	8	18	6	-0.4	i
Nc1cc2c(cc1Cl)-c1ccccc1C2	-0.3	nt	1	2	nt	-8	nt	1	1.0	-7.1
Cc1cccc(C(=O)Nc2ccc(C(=O)N/N=C/c3ccco3)cc2)c1	-0.2	nt	nt	-4	-4	1	nt	6	2.2	-0.2
COC(=O)c1ccc(/C=C2\N=C(SC)SC2=O)cc1	-1.3	1	2	2	1	-1	9	-6	nt	-0.2
Cc1ccc(NC(=O)CSc2ccccc2NC(=O)c2ccccc2Cl)cc1Cl	-0.7	2	-5	-1	-5	10	-2	-10	0.2	-0.3
CNc1oc(-c2ccc(F)cc2)nc1S(=O)(=O)c1ccccc1	3.0	1	15	0	5	9	26	4	1.1	-0.3
O=C(NCC1=C(c2ccc3ccccc3c2)C[C@@H]2CC[C@H]1N2Cc1ccco1)c1cccnc1	nt	nt	nt	-2	nt	18	nt	0	0.2	-1.1
COc1ccc(CC(=O)N/N=C/c2cc([N+](=O)[O-])cc(Br)c2O)cc1	-0.4	-1	nt	-2	3	10	10	-1	1.2	i

Additional entries
Compound	PfHsp40 yeast	SARS 3CLpro inh	PriA SSB inh	Anthrax LF inh2	Rv3671c protease	Y pestis TopoI	VHR inh abs	MazF activator	TcdB GH inh	BH1578 lux ind
CC(C)n1cc(/C=N/NC(=O)COc2cccc3cccnc23)c2ccccc21	-0.6	-1	nt	-2	3	15	22	6	nt	-3.4
CN(CC(=O)Nc1ccccc1C(F)(F)F)C(=O)C1CC1	-3.0	nt	4	-3	-1	-1	nt	5	0.3	0.0
N/C(=N\OC(=O)c1cccc2ccccc12)c1ccc(Br)cc1	-0.8	6	nt	-2	-13	-6	5	-4	0.1	-0.5
Cc1ccsc1-c1ccnc(-n2cccc2)n1	-0.8	6	-3	-2	0	8	-7	-15	nt	2.9
O=C(NNc1ccc(F)cc1F)c1c(F)cccc1Cl	-0.8	-2	-4	7	7	-4	-11	13	0.1	1.0
O=C(Nc1ccc(S(=O)(=O)N2CCCc3ccccc32)cc1)C1CCCO1 (stereo unspecified)	1.9	2	-9	-3	9	9	-15	0	2.2	-1.8
CCN(Cc1nc2cc(Cl)ccc2c(=O)[nH]1)C(=O)COc1ccccc1Cc1ccccc1	-1.6	nt	-7	-7	-3	25	nt	-16	1.8	-7.1
Cc1ccc(S(=O)(=O)N2CCN(C(=O)CSc3ccc(F)cc3)CC2)cc1	-0.3	-3	-11	5	-7	22	-8	1	-4.2	-2.2
O=C1c2cccc3cccc(c23)C(=O)N1CCCSc1ncn[nH]1	0.1	4	5&0	2	-21	-12	12	0	0.5	i
CSCc1cc(N(C)C)nc(SCc2ccc(Cl)cc2Cl)n1	119*	-3	-3	-4	-3	26	17	-9	nt	-0.5

(list continues)
Compound	PfHsp40 yeast	SARS 3CLpro inh	PriA SSB inh	Anthrax LF inh2	Rv3671c protease	Y pestis TopoI	VHR inh abs	MazF activator	TcdB GH inh	BH1578 lux ind
Cc1cc(NC(=O)CN2C(=O)NC(CCc3ccccc3)C2=O)no1 (stereo unspecified)	1.1	-7	-5	0	2	4	3	3	1.4	-0.3
CCN=C1SC(CC(=O)Nc2ccc(C)cc2)C(=O)N1CC (stereo unspecified)	0.7	2	-4	0	-3	-5	19	0	nt	-0.3
CC1Cc2cc(/C(O)=C3/C(=O)C(=O)N(CCN4CCOCC4)C3c3ccc(N(C)C)cc3)ccc2O1 (stereo unspecified)	0.3	-6	nt	1	8	-4	5	1	-4.9	0.7
CC(=O)Nc1ccc(NC(=O)c2cc[n+]([O-])cc2)cc1	1.1	4	8	0	1	-9	25	13	1.5	i
CN(C(=O)c1cccnc1)c1nnc(-c2cnccn2)s1	1.9	1	-2	0	14	8	-2	1	nt	i
O=[N+]([O-])c1ccc(-n2nncc2-c2ccccc2)cc1	-0.5	4	1	12	8	-9	23	-22	-0.1	i
CCc1nnc(NC(=O)CSc2nc(C3CCCCC3)nc3ccccc23)s1	-1.0	3	0	-3	5	4	6	5	nt	-7.1
O=C(O)c1cc(N=Nc2c(O)[nH]c3ccc([N+](=O)[O-])cc23)ccc1Cl	-0.9	-1	-11	-2	4	8	30	3	-0.2	i
COc1ccccc1CCNCc1ccc(OC)c(OCc2ccccc2)c1	-1.6	5	-4	-2	7	18	-8	-16	nt	i
CCOc1cc(C(=O)OCC(=O)N(C)c2ccccc2)cc(OCC)c1OCC	0.4	-3	-21	-3	7	27	21	1	1.1	-0.2

Remaining list, next part.
Compound	PfHsp40 yeast	SARS 3CLpro inh	PriA SSB inh	Anthrax LF inh2	Rv3671c protease	Y pestis TopoI	VHR inh abs	MazF activator	TcdB GH inh	BH1578 lux ind
CCN=C1SC(C(=O)Nc2cc(Cl)cc(Cl)c2)CC(=O)N1CC (stereo unspecified)	-0.2	0	-12	2	-10	5	22	3	2.0	1.2
COC(=O)c1ccc(CSc2nnc(N)s2)o1	-0.1	6	-4	2	6	3	34	5	-0.3	-5.2
Cc1ccc(NC(=O)c2ncn(CCCNCc3ccc4c(c3)OCO4)n2)cc1C	-0.1	nt	-9	-5	nt	3	nt	6	-0.2	-0.7
Cc1cc(C)nc(NC(=NCCc2c[nH]c3ccccc23)NC(=O)Nc2cccc([N+](=O)[O-])c2)n1	-0.4	0	0	-1	-10	-10	7	-6	0.2	-0.3
COc1cc2cc(CN(CCc3cccc(C)c3)C(=S)NCCCN3CCOCC3)c(=O)[nH]c2cc1OC	-1.0	3	3	-6	-7	17	6	7	1.4	i
COC(=O)c1cc(Br)c(=O)n(CCc2ccccc2)c1	1.7	2	9	1	4	7	7	-3	nt	i
COc1ccccc1NC(=O)c1ccc(COc2ccccc2OC)cc1	0.4	nt	-2	1	-3	21	nt	5	-0.1	-1.2
COC(=O)c1ccccc1NC(=O)c1cc2ncc(Br)cn2n1	-0.4	1	-7	-1	6	-1	7	1	nt	-3.6
CCn1c(CNC(=O)c2cccc(C)c2)nnc1SCC(=O)NC1CCCCC1C (stereo unspecified)	-0.2	-3	-4	0	-4	4	9	-6	nt	-1.4
CC(=O)N1CCN(C(=O)c2cc(=O)c3ccccc3o2)CC1	0.9	-6	-6	-4	5	8	35	-11	2.1	-0.3
COc1ccc(OCc2cc(C(=O)NC3Cc4ccccc4C3)no2)c(Cl)c1	-5.3	0	-2	-2	3	0	34	-9	2.8	i

Full records, looked up by structure. Screens in order: PfHsp40 yeast	SARS 3CLpro inh	PriA SSB inh	Anthrax LF inh2	Rv3671c protease	Y pestis TopoI	VHR inh abs	MazF activator	TcdB GH inh	BH1578 lux ind
CCn1c(CNC(=O)c2cccc(C)c2)nnc1SCC(=O)NC1CCCCC1C (stereo unspecified) is listed as -0.2	-3	-4	0	-4	4	9	-6	nt	-1.4
COc1cc2cc(CN(CCc3cccc(C)c3)C(=S)NCCCN3CCOCC3)c(=O)[nH]c2cc1OC is listed as -1.0	3	3	-6	-7	17	6	7	1.4	i
